From PubChem BioAssay
Pf Dd2 growth = Plasmodium falciparum Dd2 growth inhibition; 120,000 compounds, 4.3% hits; AID 1347417; P. falciparum Dd2 growth, SYBR Green, 72 h; Potency, µM (top dose mostly 28.9 µM), for inactives: top-dose activity, negative = inhibition, most hits filed as inhibitors; active = well fitted inhibition curve with a large enough effect; inconclusive = small, poorly fitted or top-dose-only effect; inactive = no such curve, though single readings can be large or run the other way;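 note: plate controls were DMSO vehicle for no effect and reference drug for full effect; nearly all actives have a fitted effect of over 65% in size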
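Infected erythrocytes (Dd2, 0.3% parasitemia, 2.5% hematocrit final) are added to compound in RPMI-1640/Albumax II medium, grown 72 h at 37C in low oxygen, then lysed with saponin/Triton-X containing SYBR Green and read by fluorescence.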
The depositor's hits bear a star; i = inactive; ? = inconclusive; [ ] = remark or other dose. Potency is the fitted concentration of half-maximal effect. Only part of the results is shown (hit frequency here may not be typical).

nr	mol	Pf Dd2 growth
1	CC(C)CCN1C(=O)CC[C@]2(C(=O)NCc3cccnc3)CCCC[C@@H]12	26.5%
2	CCOc1ccc(-c2nc(CNC(=O)NC3CCCCC3)c(C)o2)cc1	44.8%[activator]
3	Cc1ccc(NC(=O)C(=O)NCCc2csc3nc(-c4ccccc4C)nn23)cc1Cl	35.2%[activator]
4	O=C(Nc1c(C(=O)Nc2ccc(F)cc2)oc2ccccc12)c1ccccc1F	-22.1%
5	COc1ccccc1C(=O)Nc1ccc2c(c1)CN(Cc1ccccc1)C(=O)C(C)O2 (configuration not stated)	i
6	CCC(CC)N1CC[C@H](CO)[C@H](NC(=O)c2ccccc2)C1	?
7	Cc1cc(Cl)ccc1OCc1nc(-c2ccc(-n3cccc3)cc2)no1	37.3%[activator]
8	Cc1cc(C)cc(OC(=O)c2cc(-c3ccc(Cl)cc3)on2)c1	16.9%
9	O=S(=O)(c1cccc(F)c1)N1CCCC(Cn2c(C3CC3)nc3cccnc32)C1 (configuration not stated)	-16.3%
10	CCn1c(=O)c(=O)n(CC)c2cc(N3CCCCC3)c(NC(=O)c3ccc(Cl)cc3)cc21	?

Part of the list above, as labelled records.
2: CCOc1ccc(-c2nc(CNC(=O)NC3CCCCC3)c(C)o2)cc1
  Pf Dd2 growth: 44.8%[activator]

9: O=S(=O)(c1cccc(F)c1)N1CCCC(Cn2c(C3CC3)nc3cccnc32)C1 (configuration not stated)
  Pf Dd2 growth: -16.3%

6: CCC(CC)N1CC[C@H](CO)[C@H](NC(=O)c2ccccc2)C1
  Pf Dd2 growth: ?

3: Cc1ccc(NC(=O)C(=O)NCCc2csc3nc(-c4ccccc4C)nn23)cc1Cl
  Pf Dd2 growth: 35.2%[activator]

Next records follow:
nr	mol	Pf Dd2 growth
11	Cc1ccc(C2Cn3nnc(C(=O)N4CCC(C(=O)NCC5CCCCC5)CC4)c3CO2)cc1 (configuration not stated)	24.5%
12	O=C([C@H]1CN2CCC1C[C@@H]2Cn1cc(COc2ccccc2)nn1)N1CCOCC1 (some centres not stated)	-11.6%[44.1 µM]
13	CCOC(=O)c1cc2c(=O)n3ccccc3nc2n(CCCOC)c1=NC(=O)c1c(-c2c(F)cccc2Cl)noc1C	i
14	O=C(NCc1cccs1)c1c[nH]c2ncccc12	-8.7%[44.1 µM]
15	CCn1c2c(c(=O)n1Cc1ccccc1)CCN(C(=O)c1scnc1C)C2	i
16	CC(C)NC(=O)c1cnc2n[nH]c(-c3ccccc3)c2n1	?
17	N#Cc1ccc(C(=O)N2CCC3(CC2)NC(=O)N(Cc2cccc(Cl)c2)C3=O)cc1	?
18	COc1ccc(-c2noc(-c3nnn4c3COC(c3ccc(C)cc3C)C4)n2)cc1 (configuration not stated)	-9.3%
19	Cc1ccn(CC(=O)N2C[C@@H](CO)[C@H](c3nc(C4CC4)no3)C2)n1	25.1%
20	Cc1cccc(-c2nnn3c2nc(NCCC(C)C)c2ccccc23)c1	23.2%

(further entries)
nr	mol	Pf Dd2 growth
21	COc1ccc(NC(=O)Cc2c[nH]c3ncc(-c4ccccc4C)cc23)cc1	-28.0%[44.1 µM]
22	OC1CCOC2(CCN(Cc3ccccc3OC(F)(F)F)CC2)C1 (configuration not stated)	5.62µM*
23	CC1=C(C(=O)Nc2ccccc2)C(c2cccnc2)n2nc(SCc3ccccc3Cl)nc2N1 (configuration not stated)	-3.5%
24	Cc1ccc(-n2c(=O)c3c(c4cc(C)ccc4n3C)n(CC(=O)Nc3ccc(F)cc3)c2=O)cc1	-25.1%
25	Cc1nc(C(=O)N2CC[C@H](NC(=O)c3snnc3C)C[C@H]2C(=O)N[C@H](CC(C)C)C(N)=O)cs1	4.6%
26	CCc1noc(CC2CCOC3(CCN(S(=O)(=O)c4cc(F)ccc4C)CC3)C2)n1 (configuration not stated)	-32.7%
27	CCOc1ccccc1CN1CCC(C)(c2noc(C3CCOCC3)n2)CC1	?
28	COC(=O)C1=C(C)N=C2SC=C(CC(=O)Nc3ccc(F)cc3)N2C1c1ccc(OC)cc1OC (configuration not stated)	-2.3%
29	CCc1ccccc1NC(=O)N1CC(c2nnc(-c3ccncc3)o2)C2(CCOCC2)C1 (configuration not stated)	-13.3%
30	COc1cc(NC(=O)CSc2nc3nc(C)c(Cc4ccc(C)cc4)c(C)n3n2)cc(OC)c1OC	?

(list continues)
nr	mol	Pf Dd2 growth
31	O=C1CC(c2cccc(O)c2)c2cc3c(cc2N1)OCO3 (configuration not stated)	26.7%
32	CCCc1nn2cc(-c3ccc(C)c(C)c3)nc2s1	-20.4%
33	COc1cc2ccccc2cc1C(=O)Nc1cccc(-c2nc3cc(C)c(C)cc3o2)c1	i
34	C[C@@]1(O)CCN(C(=O)CCc2ccc(-c3cccs3)o2)C[C@@H]1O	-11.9%
35	COc1ccc2[nH]cc(CCNC(=O)C[C@H]3NC(=O)c4ccccc4NC3=O)c2c1	-12.2%
36	COCCO[C@H]1C(=O)N(C2CCN(C(=O)c3cccn3C)CC2)[C@H]1c1ccncc1	-8.7%
37	Cc1cccc2[nH]c(C3CCN(C(=O)C4CC5(CCNCC5)CN4)CC3)nc12 (configuration not stated)	-15.5%
38	CC(C)NC(=O)[C@H]1CN2CCC1C[C@@H]2Cn1cc(CN(C)Cc2ccccc2)nn1 (some centres not stated)	16.3%[44.1 µM]
39	C[C@@H](c1ccccc1)N1C(=O)[C@@H]2CN(C(=O)c3ccc4c(c3)OCO4)CCN2C1=O	-14.0%[44.1 µM]
40	CN1CCN(c2nc3c(c(=O)[nH]2)CCN(Cc2ccc(Cl)cc2F)CC3)CC1	9.8%[5.79 µM]

(further entries)
nr	mol	Pf Dd2 growth
41	NC(=O)CCNC(=O)C1=C[C@@H](NC(=O)Nc2ccccc2Br)[C@@H](O)[C@H](O)C1	5.5%
42	Cc1ccc(C(=O)NCC(=O)OCc2cc(=O)n3ccsc3n2)cc1	i
43	COc1ccccc1OC1CCN(Cc2cc3n(n2)CCNC3)CC1	-15.8%
44	Cn1c(=O)n(C)c2cc(NS(=O)(=O)c3ccc(F)cc3)ccc21	33.0%[activator]
45	NC1CCCCN(C(=O)c2scc3c2CCCC3)C1 (configuration not stated)	?
46	O=C(NCC1CCCO1)C1CCN(c2cc(C(F)(F)F)ncn2)CC1 (configuration not stated)	-8.1%
47	CCc1ccc(S(=O)(=O)N(C(C)=O)c2ccc3oc4c(c3c2)CCCC4)cc1	31.0%[activator]
48	COc1cc(OC)c(NC(=O)c2cc(S(=O)(=O)N3CCCC3)cn2C)cc1Cl	5.0%
49	CN(C)CCN(C)[C@H]1[C@@H]2OC[C@@H](O2)[C@@H](NCc2ccc(OC(F)(F)F)cc2)[C@@H]1O	?
50	CCOc1ccccc1CNC(=O)CCn1cccn1	7.3%

Further records.
nr	mol	Pf Dd2 growth
51	CCOC(=O)C1CCCN(C(=O)c2ccc3nccn3c2)C1 (configuration not stated)	25.3%[44.1 µM]
52	CC(C)c1noc(-c2cn(C3CCN(C(=O)Cc4ccc(Cl)cc4)C3)nn2)n1 (configuration not stated)	i
53	COCCNC(=O)[C@H]1C[C@H](Oc2ccccc2)CN1C(=O)c1cccc(OC)c1	-15.4%
54	Cc1cn2c(=O)cc(COC(=O)c3ccc(NC(=O)c4ccc(C(C)(C)C)cc4)cc3)nc2s1	24.0%
55	CC1=C(C(=O)OC(C)(C)C)C(c2ccc(Cl)cc2)N2C(CC(=O)N3CCOCC3)=CSC2=N1 (configuration not stated)	-8.6%
56	Cc1ccc(CNC(=O)c2ccc3c(c2)CN(Cc2ccc(N(C)C)cc2)CCO3)cc1	-27.8%
57	CCOc1cc(CNc2ccc(O)cc2)cc(Br)c1OCc1ccccc1	?
58	CN1[C@@H](CCC(=O)N2CCc3ccccc32)CNC(=O)[C@@H]2[C@H]1CCN2Cc1ccc(S(C)(=O)=O)cc1	-16.6%
59	COCC1CN(C)CC12CCN(C(=O)c1ccc(OC(F)(F)F)cc1)CC2 (configuration not stated)	i
60	COc1ccc(NC(=O)c2ccco2)cc1NC(=O)c1ccc(OC(C)C)cc1	3.6%

(next part)
nr	mol	Pf Dd2 growth
61	Cc1ccn2c(=O)cc(COc3ccc(NC(=O)c4ccccc4F)cc3)nc2c1	-3.8%
62	COc1ccc(S(=O)(=O)N(CC(=O)N2CCc3ccccc3C2)c2ccc(C)cc2)cc1	-20.7%
63	Cc1ccc(C)c(NC(=O)C(=O)NCCc2csc(-c3ccc(C(F)(F)F)cc3)n2)c1	1.6%
64	O=C(CCCn1c(=O)[nH]c2ccsc2c1=O)N1CCN(c2cccc(C(F)(F)F)c2)CC1	i
65	CCN1CCN(CCCNC(=O)c2ccc3c(c2)sc2nc(-c4ccc(C)cc4)cn23)CC1	?
66	Cc1nc(C(=O)N2CCC(c3[nH]ncc3-c3ccccc3C)CC2)cs1	-10.1%
67	Cc1ccc(NC(=O)NCC2CCOCC2)cc1C	-8.2%
68	CCOC(=O)c1c(C)oc2nc(C)nc(N3CCN(c4ccc(C(C)=O)cc4)CC3)c12	?
69	COCCC1(NC(=O)C2CCOCC2)CCN(C(=O)C(C)c2ccccc2)CC1 (configuration not stated)	-15.9%
70	COc1ccc(-c2nc3c4ccccc4n(CC(=O)N4CCN(c5ccccc5F)CC4)c(=O)n3n2)cc1	i

Following part.
nr	mol	Pf Dd2 growth
71	COC(=O)[C@@H]1Cc2c([nH]c3ccccc23)[C@@H]2C[C@@H](NCCNC(C)=O)C[C@@H](c3ccc(F)c(F)c3)N12	-0.3%
72	O=[S+]1([O-])NC2(CCN(Cc3ccccc3)C2)COc2ccncc21 (configuration not stated)	-17.2%
73	COc1cccc(CNc2nccn(-c3cc(C)cc(C)c3)c2=O)c1	i
74	NC(=O)Cc1c[nH]c2ncc(-c3ccccc3F)cc12	i
75	Cc1ccccc1OCc1nc2ccccc2n1Cc1ccccc1Cl	27.3%
76	Cc1ccc(N2CC(NC(=O)c3ccc(S(=O)(=O)N4CCOCC4)cc3)CC2=O)cc1C (configuration not stated)	5.6%
77	CCC(=O)N1c2ccc(S(=O)(=O)NCc3ccc(F)cc3)cc2CC1C (configuration not stated)	64.5%[activator]
78	O=C(NC1CC1)c1ccccc1OCC1CCCN(CC2=Cc3ccccc3OC2)C1 (configuration not stated)	-14.5%
79	CCOc1ccc(-n2ccn3c(CC(C)CC(=O)O)nnc3c2=O)cc1 (configuration not stated)	56.3%[activator]
80	CC(=O)Nc1ccc(-c2cc(C(=O)O)c3c(-c4ccccc4)[nH]nc3n2)cc1	-9.6%

Carrying on:
nr	mol	Pf Dd2 growth
81	Cc1c(-c2ccccc2)[nH]c2c(CNC(=O)CCc3nncn3C)cc(Cl)cc12	-17.2%
82	O=C(Cn1c(=O)c(C(F)(F)F)nc2ccccc21)Nc1cccc(Br)c1	9.4%
83	CCCNC(=O)CCC1CCN(C(=O)c2ccccc2F)CC1	-20.8%
84	Cc1nn2c(=O)cc(CN(C)c3ccccc3)nc2s1	66.8%[activator]
85	C=CCOc1ccc(C2c3c(oc4ccc(C)cc4c3=O)C(=O)N2CCCN2CCOCC2)cc1 (configuration not stated)	-11.4%
86	Cc1[nH]nc(CCC(=O)N2CC[C@H](N3CCOCC3)[C@H](CCC(=O)O)C2)c1C	29.1%
87	Cc1cccc(-c2nc(SCc3ccc(Br)cc3)n3[nH]c(=O)cc3n2)c1	i
88	N#Cc1cncc(N2CC3CCC(C2)N3CC(F)(F)F)c1	5.1%[44.1 µM]
89	CCc1noc(-c2cn(C3CCN(C(=O)c4ccc(OC(F)(F)F)cc4)C3)nn2)n1 (configuration not stated)	i
90	Cc1ccc(NC(=O)N2C[C@@H]3C[C@H](C2)c2c(-c4cccs4)ccc(=O)n2C3)cc1	-6.8%[44.1 µM]

Following part.
nr	mol	Pf Dd2 growth
91	Cc1ccc2[nH]c(CN3CCC(c4cccc(C#N)c4)CC3)cc(=O)c2c1	?
92	CCCCOc1ccc(C(=O)NCCc2csc(-c3cccc(F)c3)n2)cc1	12.4%
93	CC(C)C(=O)N(Cc1ccccc1)S(=O)(=O)c1ccc2c(c1)oc(=O)n2C	-12.9%
94	CCn1ncc(CN2CCCN(S(C)(=O)=O)C(c3ccccc3)CC(=O)NCC2)c1C (configuration not stated)	-11.6%
95	O=c1cc(-c2cccnc2)oc2c(-c3ccc(O)c(F)c3)nccc12	?
96	O=C(Cn1ccn(-c2cccc(Cl)c2)c(=O)c1=O)NCCc1ccccc1	55.3%[activator]
97	O=C(CCn1ccn2nc3c(c2c1=O)CCCC3)N1CCSCC1	i
98	COc1ccc(-c2ncc3c(n2)OCCN(c2ccccc2)C3=O)cc1F	?
99	FC(F)(F)c1cccc(C2=NOC3(CCN(Cc4ccncc4)CC3)C2)c1	-19.1%
100	CCC(=O)N(C1CCOCC1)C1CCN(Cc2cc(F)cc(F)c2)CC1	-21.7%

(further entries)
nr	mol	Pf Dd2 growth
101	CC1CCCCN1Cc1nnc2cc(-c3nc(-c4ccccc4)no3)ccn12 (configuration not stated)	-17.6%
102	CC(=O)N1CCC([C@@H]2CN(Cc3ccc(C(F)(F)F)cc3)C[C@H]2CO)CC1	-12.2%
103	COc1ccc(N2C(=O)CS(=O)(=O)C23C(=O)N(Cc2c(F)cccc2Cl)c2ccccc23)cc1 (configuration not stated)	?
104	CCCCOC(=O)c1ccc(NC(=O)c2sc3nc(C)cc(C)c3c2N)cc1	-13.8%
105	O=C(Nc1ccc2oc(-c3ccccc3)nc2c1)c1ccc2ccccc2c1	17.6%
106	CCc1nc2ccc(C(=O)NCc3cc(OC)ccc3OC)cc2nc1CC	?
107	Cc1ccc2nc(C3CCCN(Cc4cccc(-c5cccs5)c4)C3)[nH]c(=O)c2c1 (configuration not stated)	i
108	Oc1ccccc1-c1nc2ccc(Cl)cn2c1Nc1ccc2c(c1)OCCO2	?
109	CC(=O)Nc1cccc(-c2ccc(COc3ccc4c(cnn4CCC(=O)O)c3)cc2)c1	i
110	COc1ccc2c(c1)C1(CCN(C(=O)COc3ccc(Cl)cc3)C1)C(=O)N2C (configuration not stated)	7.08µM*
